PAFAH2 inh = inhibitors of human PAFAH2; Q99487; inhibition, % at 3.39 µM; actives 0.99% (n = 340,000); recombinant PAFAH2, FP-rhodamine activity probe, fluorescence polarization;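 active = inhibition above the mean over all tested compounds plus 3 SD, cut at about 30% in these data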;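 note: inhibitors block probe labeling of enzyme so polarization drops; 0% = enzyme with DMSO and 100% = wells lacking PAFAH2 protein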
LYPLA1 counter = counter-screen for PME1 inhibitors: inhibitors of human LYPLA1 | recombinant LYPLA1, FP-Rh probe fluorescence polarization | inhibition, % at 5.9 µM | actives 0.16% (n = 320,000) | AID 2174;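 active = inhibition above the mean of all tested compounds plus 3 SD, set per campaign, cut at about 14% in these data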;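 note: inhibitors block serine hydrolase probe labeling of LYPLA1 so polarization falls; 0% = enzyme with DMSO and 100% = wells lacking LYPLA1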
Target sequence (O75608 whole entry, looked up): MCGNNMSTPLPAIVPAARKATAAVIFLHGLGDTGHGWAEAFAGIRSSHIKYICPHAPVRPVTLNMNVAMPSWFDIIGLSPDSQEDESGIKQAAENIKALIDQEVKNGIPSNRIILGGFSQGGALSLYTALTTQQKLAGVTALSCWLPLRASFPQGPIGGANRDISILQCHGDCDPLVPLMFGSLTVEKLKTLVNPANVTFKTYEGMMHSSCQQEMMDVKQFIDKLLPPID
PAFAH1B3 FP inh = PAFAH1B3 (human) inhibition; recombinant PAFAH1B3, FP-rhodamine probe, fluorescence polarization; inhibition, % at 3.39 µM; actives 0.28% (n = 340,000);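 active = inhibition above the screen-wide average of all tested compounds plus 3 SD, cut at about 25% in these data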;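 note: 0% = enzyme with DMSO only and 100% = wells lacking PAFAH1B3 protein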
Target sequence (Q15102 whole entry, looked up): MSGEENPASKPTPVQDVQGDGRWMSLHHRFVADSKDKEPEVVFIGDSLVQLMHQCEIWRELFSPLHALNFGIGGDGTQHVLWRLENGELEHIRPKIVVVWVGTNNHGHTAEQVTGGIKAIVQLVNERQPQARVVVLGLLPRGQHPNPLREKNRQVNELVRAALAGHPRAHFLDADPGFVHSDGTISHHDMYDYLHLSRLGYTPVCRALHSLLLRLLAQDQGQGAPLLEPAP
LYPLA2 inh = counter-screen for PME1 inhibitors: inhibitors of human LYPLA2. AID 2177. inhibition, % at 5.9 µM. recombinant LYPLA2, FP-Rh probe fluorescence polarization. O95372. actives 0.38% (n = 320,000);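 active = inhibition above the screen-wide mean plus 3 SD, limit set per campaign, cut at about 26% in these data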;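 note: 0% = LYPLA2 with DMSO and 100% = wells lacking LYPLA2 enzyme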
pPAFAH inh = inhibitors of human plasma PAF acetylhydrolase (pPAFAH); Q13093; recombinant pPAFAH, FP-rhodamine probe fluorescence polarization; inhibition, % at 3.39 µM; actives 1.5% (n = 330,000); AID 463082;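 active = inhibition above the mean inhibition across the screen plus 3 SD, cut at about 25% in these data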;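 note: inhibitors block binding of the rhodamine activity-based probe so polarization drops; 0% = enzyme with DMSO and 100% = wells lacking pPAFAH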
PREPL inh = inhibitors of human prolyl oligopeptidase-like enzyme PREPL | inhibition, % at 5.96 µM | recombinant PREPL, fluorescence polarization activity-based probe | actives 0.68% (n = 320,000) | AID 2751 | Q4J6C6; in the data active = inhibition above about 43%;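 note: 0% = enzyme with DMSO and 100% = wells lacking enzyme; many of its hits are not listed in these tables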
GSTO1 inh = blocks human GSTO1 in RBBP9 counter-screen; actives 1.1% (n = 300,000); recombinant GSTO1, activity-based probe fluorescence polarization; inhibition, % at 5.96 µM;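 active = inhibition above the campaign mean inhibition plus 3 SD, cut at about 35% in these data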;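 note: 0% = GSTO1-1 with DMSO and 100% = wells lacking GSTO1-1 enzyme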
Target sequence (P78417 whole entry, looked up): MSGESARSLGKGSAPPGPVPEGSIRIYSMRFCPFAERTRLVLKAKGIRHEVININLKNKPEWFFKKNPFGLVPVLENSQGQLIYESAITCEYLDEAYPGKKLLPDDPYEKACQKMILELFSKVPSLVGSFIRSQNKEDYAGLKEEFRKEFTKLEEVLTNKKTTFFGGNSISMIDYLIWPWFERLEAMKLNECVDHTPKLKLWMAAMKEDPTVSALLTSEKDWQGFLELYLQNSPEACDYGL
PAD4 inh = PAD4 (human) enzyme inhibition; AID 485272; recombinant PAD4, RCA probe fluorescence polarization; actives 0.41% (n = 330,000); inhibition, % at 6.36 µM;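 active = percent inhibition above a cutoff equal to the mean of all tested compounds plus 3 SD, cut at about 15% in these data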;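 note: 0% = PAD4 with RCA probe and DMSO and 100% = probe without PAD4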
PAFAH1B2 FP inh = blocks human PAF acetylhydrolase 1b catalytic subunit 2; P68402; recombinant PAFAH1B2, FP-rhodamine activity probe, fluorescence polarization; inhibition, % at 3.39 µM; actives 1.2% (n = 340,000); AID 492953;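 active = inhibition above the mean of all tested compounds plus 3 SD, cut at about 24% in these data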;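 note: 0% = enzyme with DMSO and 100% = wells lacking PAFAH1B2; many of its hits are not listed in these tables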
Target sequence (P68402 whole entry, looked up): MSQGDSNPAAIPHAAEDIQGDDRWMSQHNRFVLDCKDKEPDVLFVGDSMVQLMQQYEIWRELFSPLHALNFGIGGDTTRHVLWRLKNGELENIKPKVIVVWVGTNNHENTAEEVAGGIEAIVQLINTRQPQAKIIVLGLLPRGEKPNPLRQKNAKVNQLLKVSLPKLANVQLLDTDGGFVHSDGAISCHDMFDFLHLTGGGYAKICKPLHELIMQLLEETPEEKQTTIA
Numbers without * were called inactive; . = no result given. Some of the compounds tested, so the mix of outcomes need not match the whole.

SMILES	PAFAH2 inh	LYPLA1 counter	PAFAH1B3 FP inh	LYPLA2 inh	pPAFAH inh	PREPL inh	GSTO1 inh	PAD4 inh	PAFAH1B2 FP inh
CC(NC(=O)C(c1ccccc1)c1ccccc1)C(=O)N1CCCCC1 (centres undefined)	-1	5	4	-1	3	-3	1	-7	8
COc1cc2c(cc1OC)CN(CC(=O)Nc1ccc(C)c(S(=O)(=O)N3CCOCC3)c1)CC2	3	-1	4	0	6	5	-4	-4	-1
CC(C)OC(=O)CSc1nc(N2CCOCC2)c2c(c1C#N)CC(C)(C)OC2	-6	-2	8	2	3	0	-4	4	3
Cc1sc2ncnc(SCC(=O)c3ccc4c(c3)OCCO4)c2c1-c1ccccc1	-4	-4	6	-4	0	-7	0	5	-5
Cc1ccc(CNC(=O)C2CC(c3ccc([N+](=O)[O-])cc3)=NO2)cc1 (centres undefined)	18	-4	7	-4	2	-14	7	5	4
Cc1ccccc1Nc1nnc(SCC(=O)Nc2ncc(C(F)(F)F)cc2Cl)s1	-10	-4	-3	1	7	-12	5	-1	0
CS(=O)(=O)c1ccc(Cl)c(NC(=O)COC(=O)CCN=C2NS(=O)(=O)c3ccccc32)c1	-5	2	1	3	2	14	5	3	0
O=C(NCc1ccco1)C(c1ccc(F)cc1)N(C(=O)Cc1cccs1)c1cccnc1 (centres undefined)	1	1	13	3	1	1	1	-3	5
CC(C)CCOc1cccc(OCC(=O)N(C)C2CCS(=O)(=O)C2)c1 (centres undefined)	-7	-1	2	5	-2	12	-6	0	4
CCc1ccccc1NC(=O)CN(C)C(=O)Cn1ncc(Cl)c(Cl)c1=O	3	-1	4	1	4	-1	10	1	5
Cc1ccc(-n2ncc3c(NCCCOC(C)C)ncnc32)c(C)c1	5	-2	-1	0	-6	22	7	-4	2
CCn1nc(C)c(/C=N/NC(=O)c2c[nH]c3ccccc23)c1C	-9	4	12	-3	0	4	-1	2	2
COc1ccc(CNC(=O)C2CCCN2S(=O)(=O)c2ccc(C)cc2)cc1 (centres undefined)	4	-1	8	3	3	-2	0	3	-1
CCc1nc(SCC(=O)OC(C)C)c2ccccc2n1	5	2	-3	-2	0	11	-6	1	6
O=S(=O)(/N=C(/Nc1ccccn1)c1ccccc1)c1ccccc1	9	-2	6	-6	-1	5	1	1	1
COC(=O)c1ccccc1-c1ccc(/C=C2\C(=O)N(c3ccccc3)N=C2c2ccccc2)o1	14	4	6	3	1	-6	7	-13	6
CCn1nnnc1SCC(=O)Nc1cccc(C)n1	2	-2	-1	0	-11	0	3	-5	3
CCC(c1nnnn1Cc1ccc(OC)cc1)N(CCCO)Cc1cc2cc3c(cc2[nH]c1=O)OCO3 (centres undefined)	-6	1	0	1	2	13	12	5	6
Cc1ccc(NC(=O)CN2CCCC2c2cccn2C)c(Br)c1 (centres undefined)	-2	.	5	.	1	4	.	0	2
Nc1nc(-c2ccc(Br)cc2)c(S(=O)(=O)c2ccccc2)s1	-2	0	-3	1	-3	6	0	5	6
NC(=O)CN1C(=O)C2CCCCN2C(=O)c2ccccc21 (centres undefined)	1	1	3	-4	-4	19	-1	-5	5
COc1ccc2[nH]cc(C(=O)N3CCCCC3)c(=O)c2c1	0	-1	2	-1	3	-2	-2	0	-2
Cc1cccc(C)c1N1C(=O)CC(N2CCN(S(=O)(=O)c3ccccc3F)CC2)C1=O (centres undefined)	5	.	9	.	7	13	.	0	2
COC(=O)Cn1nnc(N2CCOCC2)n1	.	1	.	5	-1	0	-4	-6	.

Results in PREPL inh, PAFAH2 inh and GSTO1 inh, for some of the entries so far:
compound,PREPL inh,PAFAH2 inh,GSTO1 inh
Cc1cccc(C)c1N1C(=O)CC(N2CCN(S(=O)(=O)c3ccccc3F)CC2)C1=O (centres undefined),13,5,.
COc1ccc(CNC(=O)C2CCCN2S(=O)(=O)c2ccc(C)cc2)cc1 (centres undefined),-2,4,0

(more compounds)
SMILES	PAFAH2 inh	LYPLA1 counter	PAFAH1B3 FP inh	LYPLA2 inh	pPAFAH inh	PREPL inh	GSTO1 inh	PAD4 inh	PAFAH1B2 FP inh
COc1ccc(NC(=O)C2CCCN(S(=O)(=O)c3ccc4[nH]c(=O)ccc4c3)C2)cc1 (centres undefined)	-5	-1	6	-6	-5	-6	-9	-5	0
O=C(CCN1CCN(C/C=C/c2ccccc2)CC1)Nc1ccccc1Cl	4	4	4	7	-1	-11	4	1	0
O=C(c1ccc(Cl)cc1)N1C2C=CC(C2)C1(C(F)(F)F)C(F)(F)F (centres undefined)	1	-2	-4	1	3	2	2	-2	0
CCOc1ccc(S(=O)(=O)NCCC(=O)NCC(c2cccs2)N2CCOCC2)cc1 (centres undefined)	-4	3	1	10	7	-1	0	-4	-2
CC/C(Cc1ccccc1)=N/NC(=O)c1cccc(Br)c1	-7	1	7	2	20	2	-3	1	2
COc1cc(/C=C/C(=O)N2CCN(C)CC2)cc(S(=O)(=O)N2CCc3ccccc32)c1OC	-3	-1	5	-2	1	0	1	2	-1
COc1ccccc1NS(=O)(=O)c1cccc(NC(=O)CCNC(=O)c2ccccc2OC)c1	3	-6	-1	-9	10	-1	.	-1	1
CC(NC(=O)c1ccc(N2CCNCC2)c([N+](=O)[O-])c1)C12CC3CC(CC(C3)C1)C2 (centres undefined)	.	-3	.	-7	3	4	6	2	.
CC(C)(C)C(=O)Nc1cccc(-c2nc3ccccc3[nH]2)c1	-3	0	2	4	1	-2	-4	3	2
COc1cccc(OCCn2c(C)c(/C=N/n3cnnc3)c3ccccc32)c1	6	-1	1	2	8	1	-2	0	3
N#Cc1ccc2nc3c(nc2c1)CCCC3	-6	2	6	-4	-1	8	2	2	1
Cc1cc2c(c(SCC(=O)NCCc3ccccc3)n1)C(=O)OC2	-7	3	-2	1	5	3	-1	-1	-2
COC(=O)c1ccccc1NS(=O)(=O)c1ccc(F)cc1	0	1	3	7	3	4	-3	0	0
COCCCN1C(=O)C(O)=C(C(C)=O)C1c1cccc(F)c1 (centres undefined)	3	-3	-1	4	4	1	4	-3	-1
COc1ccc2cc(-c3[nH]ncc3CNCCn3nc(C)cc3C)ccc2c1	6	10	9	9	4	6	-5	-5	-1
COc1ccc(C(=O)Nc2cc(-c3nn4c(C)nnc4s3)ccc2C)cc1	5	3	3	-3	-7	-3	-8	1	9
COc1ccc2ccccc2c1-c1sc(Nc2ccccc2)n[n+]1-c1ccc(F)cc1	-4	5	8	12	7	17	1	1	1
Cn1c(C(=O)N2CCC(C(=O)N3CCOCC3)CC2)cc2sccc21	-5	-4	-6	-3	2	-3	4	-2	5
CCn1c(CCCCc2n[nH]c(=S)n2CC)n[nH]c1=S	0	-1	3	3	1	4	9	2	3
C#CCNC(=O)C1=C[C@@H](c2coc3ccccc3c2=O)[C@H](CCCO)[C@@H](OCC)O1	1	-2	10	-3	6	1	-9	-4	3
COc1ccc(NC(=S)NC(=O)c2cncc(Br)c2)cc1	2	0	3	3	2	11	9	-4	4
O=C(c1cccc(S(=O)(=O)N2CCOCC2)c1)N1CCN(Cc2ccc3c(c2)OCO3)CC1	4	4	3	9	-1	27	-6	-1	2
COCCCNS(=O)(=O)c1ccc(Oc2ncc(C(F)(F)F)cc2Cl)cc1	-6	-4	-10	-3	10	-6	5	3	5
CCOC(=O)N1CCN(S(=O)(=O)c2ccc(OCC)c(C)c2)CC1	1	0	7	-3	2	12	-1	3	-1
Cc1cc2c(NS(=O)(=O)c3ccc(F)cc3)cccc2nn1	.	-1	.	-7	7	19	21	-11	.
O=C(Nc1ccc2c(c1)OCCO2)c1ccccc1F	-8	3	5	2	6	-12	3	-3	4
CN1CC[C@]2(CCN3CCc4c(oc5ccccc45)[C@@H]3C2)N(C)C1=O	0	1	1	1	4	-7	3	-2	2
CC(=O)/C=C(\C)Nc1ccc(-c2cnc(-c3ccccc3)o2)cc1	5	3	6	1	9	15	-5	-3	5
N#Cc1cccc(NC(=O)NCCc2c[nH]c3ccccc23)c1	-4	-2	4	4	2	-22	6	2	3
COc1ccc(C(=O)Nc2ccccc2C(=O)N2CCCCCC2)cc1OC	-2	-1	10	0	-1	4	3	-3	3
O=c1[nH]c(C2CCN(S(=O)(=O)c3ccc([N+](=O)[O-])cc3)CC2)nc2c1nnn2Cc1ccccc1	-2	-2	5	-7	-3	-4	-1	-1	10
Cc1ccc(C2/C(=C(\O)c3cnn(-c4ccccc4)c3C)C(=O)C(=O)N2CCN(C)C)o1 (centres undefined)	2	2	8	8	5	25	5	3	2
S=c1[nH]nc(-c2n[nH]c3c2CCC3)n1/N=C/C=C/c1ccco1	.	3	.	-1	21	9	11	5	.
Cc1nc2c3ccccc3n(Cc3ccccc3F)c2s1	-1	0	3	0	8	9	-3	-3	5
Cc1ccc(NC(=O)C2CCCO2)c(Br)c1 (centres undefined)	-1	0	2	-7	0	-5	-5	-1	-1
Nc1cc2c3c(cccc3c1)C(=O)N(CCN1CCCC1)C2=O	2	-2	8	-4	-2	29	0	1	1
CC(=Nc1ccccc1)C1=C(O)CSC1=O	2	0	-3	6	12	1	1	-3	-3
CN(CC(CC(=O)Nc1nncs1)c1ccccc1)S(=O)(=O)c1ccccc1 (centres undefined)	6	-2	8	-6	3	-17	1	0	7
COc1cc2nc(CN3CCOCC3)n(CC(=O)NCC(F)(F)F)c(=O)c2cc1OC	-5	3	1	2	2	13	-2	-1	1
CSCCC(NS(=O)(=O)c1ccc(Cl)c(Cl)c1)C(=O)O (centres undefined)	68*	-5	3	-16	-9	8	9	1	13
O=C(C[C@H]1C[C@H](C(=O)N2CCOCC2)[C@@]2(CCC3CCCC3)c3[nH]c4cc(-c5ccco5)ccc4c3CCN2C1=O)NCCN1CCOCC1	-2	.	5	.	2	.	.	1	3
CCCCCCOC(=O)c1ccc(N)cc1	68*	-1	-4	8	12	-5	7	-1	11
O=[N+]([O-])c1ccc(N2CCN(S(=O)(=O)Cc3ccccc3)CC2)cc1N1CCOCC1	6	0	-2	1	1	15	1	0	7
COc1ccc(CN2CCN(Cc3cccc(OC)c3)C(CCO)C2)cc1 (centres undefined)	4	2	11	-3	6	9	0	-2	6
COC(=O)C1=C(C)N(c2cccc(C)c2)C(=O)/C1=C\c1cccs1	-4	-4	3	-1	6	0	-6	-4	-4
COc1ccc(OC)c(NC(=O)Nc2ccc(Cl)cc2)c1	7	-12	5	-2	12	14	-4	0	3
Cc1csc(C(C#N)C(=O)c2cc3ccccc3o2)n1 (centres undefined)	23	2	8	2	12	13	11	-5	14
CC(=O)C1=C(C)NC(=O)CC1c1ccccc1Cl (centres undefined)	-8	1	6	-6	3	-2	-2	-5	5
COC(=O)C1=C(C)n2nnnc2NC1c1ccc(Cl)cc1 (centres undefined)	0	0	-5	-2	6	-24	-3	-4	1
C1COCCNCCOCCOCCOCCN1	-2	1	7	4	6	-1	-1	-3	1
Cc1cccc(C)c1NC(=O)CSc1nnc(-c2ccoc2C)n1CCc1ccccc1	-2	-3	3	-7	-1	13	-3	5	6
Cc1ccc2cc(CCNC(=O)c3cccs3)c(=O)[nH]c2c1	-2	-1	0	1	3	1	0	2	-2
COc1ccc2oc(C)c(NC(C)=O)c2c1	-5	0	1	-1	10	-4	-9	-1	0
CCOC(=O)c1c(NC(=O)C(F)(OC)C(F)(F)F)sc2c1CCN(C)C2 (centres undefined)	-2	-5	-3	-9	-3	-1	-2	-1	2
COc1ccc(OCc2cc(C(=O)N(C)CC3CCCCO3)no2)c(Cl)c1 (centres undefined)	3	3	-1	-1	1	16	-3	-4	1

Screening data deposited in PubChem by The Scripps Research Institute Molecular Screening Center.
